Compound activity deposited in PubChem BioAssay by National Center for Advancing Translational Sciences (NCATS).
ATXN2 expr inh: ATXN2 expression inhibition; HEK-293 ATXN2-luciferase reporter, luminescence, 24 h; Potency, µM (series often up to 57 µM), for the others: at the highest dose activity change, negative = inhibition, actives largely listed as inhibitors; hit rate 0.72% among 360,000; AID 1745845; note: potency is the fitted concentration of half-maximal effect; % is set by controls: 0 for no effect and ±100 for the full control effect; nearly all actives have a fitted effect of over 55% in size
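ATXN2-luciferase reporter cells (luciferase flanked by upstream and downstream ATXN2 gene portions) were treated 24 h at 37 °C with compounds at up to 57 uM. SteadyGlo luminescence gave expression; GF-AFC fluorescence gave viability.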
IL-1B inflam inh: inhibitors of inflammasome signaling (IL-1 beta secretion) | THP-1 LPS/ATP IL-1B secretion, AlphaLISA, 16 h; hits give low values | activity change, % at 57.5 µM | hit rate 4.7% among 360,000; in the data active = activity change below about -50%; inconclusive = mostly about -30% to -49%; note: % is set by controls: 0 for no effect and ±100 for the full control effect
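THP-1 cells pretreated 1 hr with compounds (up to 57.5 uM final), then stimulated with LPS (250 ng/mL final) plus ATP (1.25 mM final); secreted IL-1B measured by AlphaLISA after 16 hr, decreased signal indicating inhibition.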
SW480 rereplic: induces DNA re-replication in SW480 colon adenocarcinoma cells; SW480 DNA re-replication, Hoechst DNA content imaging, 48 h; AID 624297; Potency, µM (titrated, usually from 46.1 µM), for the others: at the top dose re-replication activation, hits mostly activators; hit rate 1.8% among 340,000; note: potency is the fitted concentration of half-maximal effect; % of control where 0% means no effect; nearly all actives have a fitted effect of over 55% in size
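Cells (250 per well) received 23 nL compound or DMSO by pin tool and were kept 48 hr at 37 C, 5% CO2. Nuclei were then stained with Hoechst for 40 min and scanned for DNA content.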
KB-3-1 tox: kills parental KB-3-1 adenocarcinoma cells. KB-3-1 viability, CellTiter-Glo ATP luminescence, 72 h. Potency, µM (titrated, usually from 46.1 µM), for inactives: top-dose activity change, negative = cytotoxic, usual class: cytotoxic. hit rate 1.4% among 400,000; note: potency is the fitted concentration of half-maximal effect; % is set by controls: 0 for no effect and ±100 for the full control effect; nearly all actives have a fitted effect of over 60% in size
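Using CellTiter-Glo luminescence, growth of non-resistant KB-3-1 adenocarcinoma cells is assessed 72 h after pin-tool compound addition at 37 °C. Normalized responses across the concentration series yield fitted curves.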
KB-V1 cytotox: KB-V1 MDR subline cytotoxicity; AID 1347076; Potency, µM (highest dose often 46.1 µM), without a hit: at the highest dose activity change, negative = cytotoxicity, most hits filed as cytotoxic; KB-V1 MDR cells viability, CellTiter-Glo, 72 h; hit rate 3.4% among 400,000; note: potency is the fitted concentration of half-maximal effect; % is set by controls: 0 for no effect and ±100 for the full control effect; nearly all actives have a fitted effect of over 60% in size
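In this primary screen, KB-V1 cells overexpressing P-gp are incubated with library compounds (lowest to highest concentration) for 72 h at 37 degrees C before a luminescent ATP viability read.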
S2 tox: viability counter-screen for ATXN expression inhibitors | hit rate 0.49% among 400,000 | Potency, µM (highest dose often 56.7 µM), most hits filed as cytotoxic | S2 cells (HEK-293 line with an ATXN2-luciferase reporter) viability, CellTiter-Fluor protease fluorescence, 24 h | AID 651635; note: potency is the fitted concentration of half-maximal effect; nearly all actives have a fitted effect of over 40% in size
HT1080-NT tox: kills 2HG-producing HT-1080-NT fibrosarcoma cells | AID 686970 | HT-1080-NT fibrosarcoma viability, CellTiter-Glo ATP luminescence, 48 h | Potency, µM (doses to about 46.1 µM), without a hit: top-dose activity, negative = less viability, hits mostly cytotoxic | hit rate 1.6% among 360,000;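 note: NT is the 2HG producing partner of a matched IDH1 knockdown line; potency is the fitted concentration of half-maximal effect; 0% = DMSO-treated cells and -100% = media-only wells without cells; nearly all actives have a fitted effect of over 55% in size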
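Viability of the 2HG-overproducing fibrosarcoma line after 48 hours of compound exposure at 37 degrees C was determined by luminescence with CellTiter-Glo, and concentration-effect curves were then fitted and categorized.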
MCF10A rerep: DNA re-replication induction in MCF 10a cells | MCF 10A DNA re-replication, Hoechst nuclear intensity, 48 h | hit rate 2.9% among 350,000 | Potency, µM (top dose mostly 46.1 µM), for the others: at the top dose activity, positive = re-replication, hits mostly activators; note: potency is the fitted concentration of half-maximal effect; % of control where 0% means no effect; nearly all actives have a fitted effect of over 50% in size
HT1080 IDH1KD tx: toxicity to HT-1080 IDH1 knockdown cells (counter line); Potency, µM (doses to about 46.1 µM), inactives show at the top dose activity, negative = toxicity, most hits filed as cytotoxic; hit rate 2% among 360,000; HT-1080 IDH1 knockdown viability, ATP luminescence, 48 h;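 note: potency is the fitted concentration of half-maximal effect; 0% = DMSO wells and -100% = cell-free medium wells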
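Using the IDH1-knockdown HT-1080 line run in the same batch and compound series as the NT line, viability after 48 h at 37 °C was determined by CellTiter-Glo luminescence and expressed as % activity.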
* marks the source's active call; other numbers are inactive results; i = inactive; ? = inconclusive; / = not tested or not shown; & = joins results of further samples; [ ] = dose if it differs, or a comment. Unless noted, calls come from the whole dose curve; as a rule, active = well fitted curve in the direction sought with a large enough effect; inconclusive = small, poorly fitted or top-dose-only effect, or another doubt; inactive = no such curve, though single readings can be large; an effect the other way counts as inactive or inconclusive.

SMILES	ATXN2 expr inh	IL-1B inflam inh	SW480 rereplic	KB-3-1 tox	KB-V1 cytotox	S2 tox	HT1080-NT tox	MCF10A rerep	HT1080 IDH1KD tx
O=C(O)c1cc2c(ccc3ccccc32)o1	-3%	15	-3%	17%	-3%	i	5%	13%	-1%
c1ccc(CSC2=NCCCN2)cc1	10%	?	-1%	19%	19%	i	14%	0%	3%
COc1ccccc1N1CCN(C(=O)c2cc(-c3cccs3)on2)CC1	5%	2	-7%	8%	18µM*	i	-3%	12%	-5%
COc1ccc(NC(=O)CSc2nc3ccsc3c(=O)n2Cc2ccccn2)c(OC)c1	-5%	-3	0%	?	?	/	-1%	-1%	-2%
Cc1nn(CC(=O)NCCc2ccccc2)c(C)c1[N+](=O)[O-]	3%	-1	0%	-7%	-20%	i	1%	-5%	3%
CCN(CC(=O)N1CCOCC1)S(=O)(=O)c1ccc(C)cc1	1%	-10	-8%	-25%	-1%	i	2%	-12%	0%
O=S(=O)(Nc1ccncc1Cl)c1cc(Cl)ccc1Cl	-12%	17	-2%	-1%	0%	i	-8%	?	-13%
CCc1nnc(NS(=O)(=O)c2ccc(NCc3ccccc3O)cc2)s1	13%	49	-9%	-1%	-2%	i	7%	3%	7%
Cc1csc(NC(=O)[C@@H](NC(=O)c2ccccc2)C(C)C)n1	14%	16	-9%	24%	8%	i	22%	-1%	21%
CCCc1cc(=O)oc2c(C)c(OCC(=O)Nc3ccccn3)ccc12	4%	-10	2%	-4%	?	i	7%	-2%	16%
COc1ccc(NC(=O)COc2ccc(N(C)S(=O)(=O)c3ccc(C)cc3)cc2)cc1	-3%	?	2%	-7%	?	i	-12%	6%	-7%
CCn1c(-c2nonc2NC(=O)c2ccccc2)nc2ccccc21	-12%	2	-3%	0%	?	i	-1%	9%	2%
COc1ccc(NC(=O)CNC(=O)Cn2c(C)cc3ccccc3c2=O)c(OC)c1	-7%&-9%	0	1%	2%&0%	-3%&20%	i	?	?	-17%
CC1(C)C(=O)NC(=O)N1Cc1ccccc1	0%	4	3%	1%	?	i	25%	?	12%
CCCC(=O)NC(c1ccc2c(c1)OCO2)c1cc(Cl)c2cccnc2c1O (stereo not given)	8.9µM*	-82*	?	?	?	i	8.2µM*	?	3.7µM*
CCn1c(NN)nc2sc3c(c2c1=O)CCC3	-27%	60	?	3%	-3%	i	-6%	?	-8%
CCC[N+]1(CC#CC2(O)CCCCC2)CCOCC1	/	18	-4%	2%	-7%	i	3%	3%	3%
CC(C)CC(NC(=O)C(NC(=O)C(Cc1ccc(OCc2ccccc2)cc1)NC(=O)OC(C)(C)C)C(C)C)C(N)=O (stereo not given)	5%	22	-3%	7%	?	i	-7%	?	0%
COc1ccc(Nc2nnc(SC(C(=O)Nc3cc(C)ccc3C)c3ccccc3)s2)cc1 (stereo not given)	?	3	27%	-13%	-24%	i	2%	?	-1%
O=C(N/N=C/c1cc(Cl)cc([N+](=O)[O-])c1O)C1CC1	/	98	-11%	?	?	?	-20%	15%	-11%
O=C(CCn1ccc2cc(S(=O)(=O)N3CCCC3)ccc21)NCc1ccccc1Br	-11%	/	/	-8%	-9%	i	/	/	/
CCN(c1ccccc1)S(=O)(=O)c1ccc(OC)c(NC(=O)C2=NN(c3ccccc3)C(=O)CC2)c1	6%	42	1%	-8%	-6%	i	-2%	7%	-3%
Cc1ccc(C)c(OCCCCN2CCNCC2)c1C	/	-13	3%	-2%	1%	i	-23%	22%	-17%
Cc1ccc(S(=O)(=O)NCC(c2ccco2)S(=O)(=O)c2ccccc2)cc1 (stereo not given)	5%	-10	6%	7%	-6%	i	5%	?	-1%

Single records, as listed above. Values in the order: ATXN2 expr inh | IL-1B inflam inh | SW480 rereplic | KB-3-1 tox | KB-V1 cytotox | S2 tox | HT1080-NT tox | MCF10A rerep | HT1080 IDH1KD tx
Record of CC1(C)C(=O)NC(=O)N1Cc1ccccc1 = 0% | 4 | 3% | 1% | ? | i | 25% | ? | 12%
Record of CCC[N+]1(CC#CC2(O)CCCCC2)CCOCC1 = / | 18 | -4% | 2% | -7% | i | 3% | 3% | 3%

Other results follow:
SMILES	ATXN2 expr inh	IL-1B inflam inh	SW480 rereplic	KB-3-1 tox	KB-V1 cytotox	S2 tox	HT1080-NT tox	MCF10A rerep	HT1080 IDH1KD tx
CC1(C)CC(=O)c2cnc(N3CCc4ccccc43)nc2C1	107%[activator]	/	-9%	-2%	?	/	1%	?	-3%
O=C(NCCN1CCC(n2c(=O)[nH]c3ccccc32)CC1)c1ccc(Cl)cc1	-34%	-11	/	0%	-17%	i	?	/	-19%
COc1ccc([C@@H]2C[C@H]3[C@@H](CN2S(=O)(=O)c2ccccc2)C(=O)C[C@@H](c2cccc4ccccc24)N3S(=O)(=O)c2ccc(C)cc2)cc1	10%	0	/	11%	-7%	i	0%	/	1%
COc1ccc(OC)c(CNC(=O)CCC(=O)N2Cc3ccccc3Oc3ncccc32)c1	6%&-3%	4	-11%	1%&9%	-1%&1%	i	3%	14%	14%
CCC(CC)c1nnc(NC(=O)C2CCN(C(=O)c3ccco3)CC2)s1	2%	-21	-6%	-11%	1%	i	-4%	-19%	0%
O=C(NCCc1ccccc1)c1cc(Sc2cccc(Cl)c2)nc2ccccc12	16%	/	/	-7%	13%	i	/	/	/
O=C(Cn1c(-c2cccs2)cc2ccccc21)NCCCN1CCN(c2ccc(F)cc2)CC1	0%	/	/	-8%	10%	i	/	/	/
CCOC(=O)CC1=CCc2c1ccc(OC)c2OC	38%	13	-2%	6%	?	i	19%	-1%	?
N#Cc1ccc(CSc2nnc(NC(=O)C3CC(=O)N(c4ccc5c(c4)OCCO5)C3)s2)cc1 (stereo not given)	-10%	0	5%	-5%	7%	i	-4%	?	-6%
O=C(COc1ccccc1Cl)Nc1ccc(C(=O)O)cc1NC(=O)COc1ccccc1Cl	-21%	-1	17%	/	/	i	-7%	?	-17%
COc1ccccc1N(C)S(=O)(=O)c1ccc(Cl)c(C(=O)NCc2cccnc2)c1	-1%	7	-5%	8%	13%	i	5%	5%	2%
CC(C)C(NC(=O)c1ccc(S(=O)(=O)N2CCOCC2)cc1)c1nc2ccccc2[nH]1 (stereo not given)	1%	3	-5%	1%	-13%	i	?	-2%	1%
Cc1cc(C)c(NC(=O)CN2C(=O)NC3(CCc4ccccc43)C2=O)c(Cl)c1 (stereo not given)	/	1	6%	-3%	-14%	?	-5%	-2%	0%
CN1CCC(N(C)C(=O)c2ccc(Cl)c(S(=O)(=O)N3CCOCC3)c2)CC1	-1%	-3	-2%	1%	0%	i	-5%	3%	-1%
Cc1cc(-n2cnc(-c3cn(C)nc3C)n2)no1	20%	/	?	-1%	-8%	/	18%	-13%	21%
O=C(O)CCn1cnc2onc(-c3ccccc3Cl)c2c1=O	1%	/	/	10%	-5%	i	/	/	/
CC(C)CN(C(=O)CC1OC(=O)c2ccccc21)c1c(N)n(Cc2ccccc2)c(=O)[nH]c1=O (stereo not given)	5%	4	-4%	2%	-2%	i	-4%	1%	-2%
Fc1ccc(NC(=S)N2CCOCC2)cc1Cl	-26%	17	-6%	-1%	-14%	i	1%	2%	-8%
COc1ccc(Cn2nnnc2C(c2cc3ccc(OC)cc3[nH]c2=O)N2CCC(C)CC2)cc1 (stereo not given)	2%	0	-1%	-18%	1%	i	1%	8%	1%
Cc1cccc(CCN2C(Nc3ccccc3)=NC[C@@H]2CC(C)C)c1	?	-54*	?	-25%	-15%	?	?	?	-28%
CCN(c1ncnc2c1cnn2-c1cc(Cl)ccc1C)C1CCCCC1	-9%	/	/	?	-10%	i	/	/	/
CCCOc1ccc(N2CC(C(=O)Nc3ncccc3C)CC2=O)cc1 (stereo not given)	3%	-3	-2%	-1%	0%	i	-1%	-1%	4%
Cn1c(=O)c2c(nc(Sc3ccccc3N)n2C)n(C)c1=O	/	21	-1%	6%	-7%	i	-11%	2%	-11%
COc1ccc(N2CCN(C(=O)Cn3cnc4sc(C)c(S(=O)(=O)N5CCC(C)CC5)c4c3=O)CC2)cc1	2%	/	/	-1%	-12%	i	/	/	/
Cc1cccc(CCNC(=O)C2CCCN(S(=O)(=O)c3cnc[nH]3)C2)c1 (stereo not given)	8%	-4	-2%	3%	4%	i	7%	0%	3%
CCn1cc(C(=O)N2CCN(c3ccccn3)CC2)c2cc(OC)c(OC)cc2c1=O	0%	8	0%	2%	16µM*	i	4%	-2%	-12%
Cc1ccc(Cl)cc1N(CC(=O)NC(C)c1ccccc1)S(C)(=O)=O (stereo not given)	-5%	-12	3%	4%	-3%	i	?	11%	4%
Cc1ccc(OCCOc2ccc(Cl)cc2Cl)c([N+](=O)[O-])n1	59%[activator]	-26	1%	-27%	-19%	i	0%	?	-3%
COc1cccc(NC(=O)c2nnn(CCc3ccccc3)c2N)c1	23%	?	?	?	?	i	-1%	18%	-11%
Cc1cc(C)nc(Sc2c(C)nn(-c3ccccc3)c2C)n1	2%	7	3%	13%	-14%	i	1%	0%	-1%
COC(=O)c1c(C)oc2c1cc(NS(=O)(=O)c1c(C)cc(C)cc1C)c1ccccc12	-9%	/	/	?	-12%	i	/	/	/
Cn1nc(C(F)(F)F)c(C#N)c1N1CCN(c2ccccc2)CC1	-13%	-17	-6%	-20%	-19%	i	-18%	19%	-1%
C[C@H](CO)N1C[C@H](C)[C@@H](CN(C)S(C)(=O)=O)Oc2ccc(N(C)C)cc2C1=O	3%	11	5%[9.22 µM]	11%	?	i	13%	-1%	7%
Cc1ccc(Cn2c(SCCN3CCCCC3)nc3c2c(=O)n(C)c(=O)n3C)cc1	-4%	-9	10%	-20%	-12%	i	-23%	?	-20%
COC(=O)C1=C(C)OC(N)=C(C#N)C1c1ccc(OC)c(CSc2ccccn2)c1 (stereo not given)	-6%	-5	22%	6%	-29%	i	-14%	?	-9%
Cc1cc(-n2c(C)cc(C(=O)COC(=O)CN=C3NS(=O)(=O)c4ccccc43)c2C)no1	5%	1	-1%	-20%	?	i	-4%	5%	-3%
Cc1ccc(C)c(S(=O)(=O)N2CCCCC2CCNC(=O)C(=O)NCc2ccco2)c1 (stereo not given)	?	-8	?	?	9.2µM*	?	-17%	?	?
